VHR inh abs = VHR1 phosphatase inhibitors, primary screen, biochemical, absorbance, uHTS | recombinant VHR phosphatase, pNPP absorbance | inhibition, % at 13.3 µM | actives 0.52% (n = 290,000) | AID 1654, 2009; in the data active = inhibition above about 50%; note: some compounds called inactive have numbers as strong as hits
Target sequence (P51452 whole entry, looked up): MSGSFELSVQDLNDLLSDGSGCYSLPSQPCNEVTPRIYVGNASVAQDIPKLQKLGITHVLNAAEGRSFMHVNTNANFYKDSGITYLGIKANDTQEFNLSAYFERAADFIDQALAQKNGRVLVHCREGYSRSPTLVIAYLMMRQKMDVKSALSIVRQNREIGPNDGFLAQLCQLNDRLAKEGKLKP
CCHF vOTU inh = CCHFV vOTU protease inhibitors, primary screen, biochemical, Pep-AMC substrate, fluorescence. Crimean-Congo hemorrhagic fever virus L polyprotein viral ovarian tumor (vOTU) protease …. actives 0.55% (n = 370,000). inhibition, % at 11.5 µM. AID 651958, 2012; in the data active = inhibition above about 30%; note: 0% = vehicle wells with enzyme and 100% = no enzyme wells
3CLpro inhibitor = SARS-CoV 3CLpro protease inhibitors, primary screen, biochemical, quenched FRET; AID 1706, 2009; actives 0.14% (n = 290,000); recombinant SARS-CoV 3CLpro, quenched FRET peptide cleavage; inhibition, % at 6 µM; in the data active = inhibition above about 12%
MazF activator = activators of E. coli MazEF toxin-antitoxin RNase, primary screen, biochemical, fluorescence, uHTS; FAM/BHQ RNA-DNA oligo cleavage fluorescence, 5 h; activation, % at 20 µM; Endoribonuclease toxin MazF (Escherichia coli (strain K12)), P0AE70; actives 0.32% (n = 350,000); AID 504720, 2011; in the data active = activation above about 50%
Target sequence (P0AE70 whole entry, looked up): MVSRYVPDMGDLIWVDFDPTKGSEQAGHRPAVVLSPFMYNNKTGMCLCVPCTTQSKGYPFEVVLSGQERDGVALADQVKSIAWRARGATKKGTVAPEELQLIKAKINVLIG
PriA SSB inh = inhibitors of Klebsiella pneumoniae PriA binding to SSB C-terminal tail, primary screen, biochemical, AlphaScreen. actives 0.6% (n = 430,000). AlphaScreen SSBct-PriA binding, biotinylated peptide. inhibition, % at 33 µM. AID 1272365, 2023. PriA–SSB C-terminal tail interaction (Klebsiella pneumoniae); in the data active = inhibition mostly above about 37%, no sharp cut-off; inactive = mostly below about 20%;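 note: plate controls were negative control peptide for no effect and reference peptide for full effect; strong numbers were not always called active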
PrPC surface inh = inhibitors of human cell surface prion protein PrPC, primary screen, cell-based, TR-FRET; Major prion protein (Homo sapiens), P04156; TR-FRET read-out; inhibition, % at 13.8 µM; actives 0.43% (n = 370,000); in the data active = inhibition above about 24%; note: 0% = median of the test wells and 100% = reference compound wells
Anthrax LF inh2 = Bacillus anthracis LF protease inhibitors, primary screen, biochemical, multiplex microsphere, MLPCN library; AID 588501, 2011; actives 0.12% (n = 360,000); Lethal factor (Bacillus anthracis), P15917; inhibition, % at 10 µM; multiplex microsphere protease cleavage assay; note: plate controls were buffer without enzyme for full effect and enzyme alone for no effect
BoNT A protease = BoNT/A light chain protease inhibitors, primary screen, biochemical, flow cytometry, MLPCN library; actives 0.17% (n = 360,000); multiplex microsphere protease substrate cleavage; AID 588499, 2011; inhibition, % at 10 µM; Botulinum neurotoxin type A light chain protease (Clostridium botulinum A str. ATCC 3502); note: plate controls were buffer without enzyme for full effect and enzyme alone for no effect
BoNT F protease = BoNT/F light chain protease inhibitors, primary screen, biochemical, flow cytometry, MLPCN library; Botulinum neurotoxin type F light chain protease (Clostridium botulinum); Multiplex microsphere protease cleavage assay; inhibition, % at 10 µM; actives 0.22% (n = 360,000); AID 588497, 2011; in the data active = inhibition above about 35%, passing the limit was not always enough; inconclusive = no clear call, values can overlap the other calls; note: plate controls were buffer without enzyme for full effect and enzyme alone for no effect
Rv3671c protease = Rv3671c serine protease inhibitors, primary screen, biochemical, fluorescence polarization, M. tuberculosis H37Rv; P9WHR9; inhibition, % at 5.96 µM; AID 2606, 2010; actives 0.048% (n = 320,000); in the data active = inhibition above about 38%;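 note: extracellular domain of Rv3671c used as enzyme; 0% = enzyme with DMSO and 100% = no enzyme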
Target sequence (P9WHR9 whole entry, looked up, the tested form may be a part): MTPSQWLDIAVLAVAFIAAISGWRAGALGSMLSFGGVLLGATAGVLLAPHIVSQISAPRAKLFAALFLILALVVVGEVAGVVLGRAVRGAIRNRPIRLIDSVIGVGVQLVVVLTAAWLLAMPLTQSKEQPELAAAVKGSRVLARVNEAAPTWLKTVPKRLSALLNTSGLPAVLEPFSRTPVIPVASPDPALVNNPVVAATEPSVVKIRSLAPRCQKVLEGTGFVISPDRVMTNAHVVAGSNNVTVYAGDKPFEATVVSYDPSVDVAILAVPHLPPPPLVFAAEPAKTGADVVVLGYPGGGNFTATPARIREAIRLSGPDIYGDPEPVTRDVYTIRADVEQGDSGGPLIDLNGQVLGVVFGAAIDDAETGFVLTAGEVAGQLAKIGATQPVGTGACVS
Numbers without * were called inactive; ? = inconclusive; / = not tested or not shown; & = joins results of further samples. Cut-off read from the data, not from the text of the source, unless noted: active = inhibition above about 30%; inconclusive = no clear call, values can overlap the other calls; inactive = below that. Only part of the results is shown (hit frequency here may not be typical).

1. O=C(NC1CCCCC1)c1cc2nc3c(c(C(F)(F)F)n2n1)CCCC3
2. COc1ccc(CNS(=O)(=O)c2ccc(-c3ccc(=O)[nH]n3)s2)cc1OC
3. COc1ccccc1NC(=O)c1ccc(Cl)c(S(=O)(=O)N2CCOCC2)c1
4. CC(=O)c1ccc(NC(=O)CSc2nc3[nH]c(=O)cc(O)c3s2)cc1
5. CCOc1ccccc1N(CC(=O)OC)S(=O)(=O)c1ccccc1
6. CC(C)Nc1cc(N2CCCC2)ccc1[N+](=O)[O-]

Screen / compound no.	1	2	3	4	5	6
VHR inh abs	24	32	8	/	21	27
CCHF vOTU inh	13	14	1	17	-5	9
3CLpro inhibitor	-5	-6	6	/	2	3
MazF activator	5	7	0	-4	0	-1
PriA SSB inh	0	0	3	-1	-36	5
PrPC surface inh	-15	-7	4	-7	3	-6
Anthrax LF inh2	7	0	1	-4	2	3
BoNT A protease	-0.1	2.0	-0.2	0.2	0.1	0.9
BoNT F protease	-3	2	5	-5	-3	-6
Rv3671c protease	6	-14	-7	/	2	0

7. O=C1Nc2ccccc2S/C1=C/c1cccs1
8. COc1cc(OC)c(N2CC(C(=O)Nc3cc(Cl)ccc3N3CCOCC3)CC2=O)cc1Cl (centres undefined)
9. N#CCCc1cccc(CCC#N)c1
10. CC(C)c1ccc(NC(=O)C2CC2c2ccccc2)cc1 (centres undefined)
11. COc1cc(Cl)cc(/C=N\NC(=O)c2ccc3c(c2)OCO3)c1O
12. CC(=O)NCCc1nc2ccccc2n1Cc1ccc(C)cc1

Screen / compound no.	7	8	9	10	11	12
VHR inh abs	0	/	-14	-12	/	4
CCHF vOTU inh	14	-5	4	-2	6	0
3CLpro inhibitor	-2	/	0	2	/	-4
MazF activator	33	-1	5	13	-9	-3
PriA SSB inh	-6	-2	-1	-28	/	-14
PrPC surface inh	1	4	5	13	-3	-1
Anthrax LF inh2	/	-6	2	2	4	1
BoNT A protease	/	-2.2	0.9	-6.4	0.9	-0.2
BoNT F protease	/	-7	-8	?	2	-9
Rv3671c protease	-9	9	6	/	/	1

13. O=C1CC(N2CCN(Cc3ccc4c(c3)OCO4)CC2)C(=O)N1c1cccc2ccccc12 (centres undefined)
14. O=[N+]([O-])c1ccc2[nH]ccc2c1
15. CCCN1CCN(C(=O)c2ccc(F)c(S(=O)(=O)N3CCOCC3)c2)CC1
16. COc1ccc(NC2CCCN(C(=O)c3ccccc3C(F)(F)F)C2)cc1 (centres undefined)
17. O=C(C1CCC(CNc2c(N3CCCCC3)c(=O)c2=O)CC1)N1CCN(c2ccccn2)CC1 (centres undefined)
18. CCOc1ccc(/C(C)=N/NC(=O)C(OC)c2ccccc2)cc1 (centres undefined)

Screen / compound no.	13	14	15	16	17	18
VHR inh abs	8	/	/	23	17	8
CCHF vOTU inh	-6	22	4	3	-5	-4
3CLpro inhibitor	5	/	/	-5	-1	3
MazF activator	-1	/	7	4	3	6
PriA SSB inh	1	/	5	12	-15	/
PrPC surface inh	-4	-12	-3	1	1	-6
Anthrax LF inh2	-5	-4	-2	1	-2	-4
BoNT A protease	-0.8	0.0	-0.4	1.4	-0.4	-1.6
BoNT F protease	-10	-6	5	16	-6	-2
Rv3671c protease	0	/	1	1	7	-1

19. O=C(O)CC1S/C(=N/N=C/C=C/c2ccccc2)NC1=O (centres undefined)
20. CCOc1ccc(N(CC(=O)N2CCCCC2)S(=O)(=O)c2ccc(Cl)cc2)cc1
21. C[C@H](O)[C@@H]1C(=O)N2CCc3ccc(N4CCN(C)CC4)cc3[C@@H]2C[C@@H]1N(C)C(=O)c1ccco1
22. COC(=O)c1ccc2[nH]c(C)cc(=O)c2c1
23. O=C(Nc1ccc(C(=O)N2CCOCC2)cc1)C1CC1
24. Cc1ccc(O)c(NC(=O)c2ccc3c(c2)C(=O)N(CC(C)C)C3=O)c1

Screen / compound no.	19	20	21	22	23	24
VHR inh abs	3&26	22	/	22	/	14
CCHF vOTU inh	18&17	-3	-3	-20	1	13
3CLpro inhibitor	-1&-3	-5	/	-3	/	2
MazF activator	1&1	5	13	-1	-9	1
PriA SSB inh	/	8	/	-2	4	-5
PrPC surface inh	-2&-1	10	-2	9	-8	-1
Anthrax LF inh2	0&-2	3	4	-5	-1	14
BoNT A protease	-0.2&-0.1	1.1	-0.3	-0.2	-0.1	?
BoNT F protease	1&2	18	-1	2	1	?
Rv3671c protease	2&7	-6	/	-10	/	1

25. N/C(=N\N=C\c1cccc(O)c1)c1nonc1N
26. COc1ccc(N2CCN(C(=O)COC(=O)/C=C/c3ccc(OC(F)F)cc3)CC2)cc1
27. Cc1cc(NC(=O)Nc2cc(F)ccc2F)no1
28. Cc1ccc(S(=O)(=O)NCC(=O)OCC(=O)c2cc(C)n(-c3ccccc3)c2C)cc1
29. COc1cc(CN2CCN(c3cccc(C)c3C)CC2)cc([N+](=O)[O-])c1O
30. Cc1cc(-c2nnc(CCC(=O)NCCc3ccccc3F)o2)no1

Screen / compound no.	25	26	27	28	29	30
VHR inh abs	10	/	26	-4	19	27
CCHF vOTU inh	15	-2	-12	-1	-3	-6
3CLpro inhibitor	4	/	-2	0	3	6
MazF activator	6	-2	7	-9	-4	0
PriA SSB inh	/	-11	1	9	8	-10
PrPC surface inh	-12	-3	8	-2	4	5
Anthrax LF inh2	-1	-2	0	-1	-7	3
BoNT A protease	-0.3	0.0	-8.1	-0.5	-0.3	-0.7
BoNT F protease	1	?	-30	1	3	-18
Rv3671c protease	-4	6	-6	-9	1	2

31. CC1CCCC(C2(O)C(=O)Nc3ccccc32)C1=O (centres undefined)
32. CN(C)c1ccc(S(=O)(=O)N2CCCCC2)cc1NC(=O)CCNC(=O)c1ccco1
33. CCOC(=O)N1CCN(C(=O)CN(c2ccccc2OC)S(=O)(=O)c2ccc(OC)cc2)CC1
34. Oc1ccc(Br)cc1-c1cc(-c2ccccc2Cl)[nH]n1
35. COc1ccc(C(C(=O)NC2CCCCC2)N(C(=O)CCCC(=O)Nc2ccccn2)c2ccc3c(c2)OCCO3)cc1 (centres undefined)
36. CC1(Oc2ccc3ccccc3c2)CCN(Cc2cccn2-c2nccs2)C1 (centres undefined)

Screen / compound no.	31	32	33	34	35	36
VHR inh abs	-8	/	25	26	6	/
CCHF vOTU inh	5	15	-18	9	1	5
3CLpro inhibitor	2	/	8	1	1	/
MazF activator	-8	2	-14	-17	2	/
PriA SSB inh	13	-11	-9	-7	4	/
PrPC surface inh	-7	-2	-4	-2	3	-8
Anthrax LF inh2	-1	0	-5	-9	-7	-7
BoNT A protease	0.1	2.6	-1.0	-0.7	0.4	-0.6
BoNT F protease	-12	0	-1	-10	1	-7
Rv3671c protease	-4	3	6	-1	-8	/

Not a retest: entries from further up.
25. N/C(=N\N=C\c1cccc(O)c1)c1nonc1N
26. COc1ccc(N2CCN(C(=O)COC(=O)/C=C/c3ccc(OC(F)F)cc3)CC2)cc1
27. Cc1cc(NC(=O)Nc2cc(F)ccc2F)no1
28. Cc1ccc(S(=O)(=O)NCC(=O)OCC(=O)c2cc(C)n(-c3ccccc3)c2C)cc1
29. COc1cc(CN2CCN(c3cccc(C)c3C)CC2)cc([N+](=O)[O-])c1O
30. Cc1cc(-c2nnc(CCC(=O)NCCc3ccccc3F)o2)no1
31. CC1CCCC(C2(O)C(=O)Nc3ccccc32)C1=O (centres undefined)
32. CN(C)c1ccc(S(=O)(=O)N2CCCCC2)cc1NC(=O)CCNC(=O)c1ccco1

Screen / compound no.	25	26	27	28	29	30	31	32
VHR inh abs	10	/	26	-4	19	27	-8	/
CCHF vOTU inh	15	-2	-12	-1	-3	-6	5	15
3CLpro inhibitor	4	/	-2	0	3	6	2	/
MazF activator	6	-2	7	-9	-4	0	-8	2
PriA SSB inh	/	-11	1	9	8	-10	13	-11
PrPC surface inh	-12	-3	8	-2	4	5	-7	-2
Anthrax LF inh2	-1	-2	0	-1	-7	3	-1	0
BoNT A protease	-0.3	0.0	-8.1	-0.5	-0.3	-0.7	0.1	2.6
BoNT F protease	1	?	-30	1	3	-18	-12	0
Rv3671c protease	-4	6	-6	-9	1	2	-4	3

33. CCOC(=O)N1CCN(C(=O)CN(c2ccccc2OC)S(=O)(=O)c2ccc(OC)cc2)CC1
34. Oc1ccc(Br)cc1-c1cc(-c2ccccc2Cl)[nH]n1
35. COc1ccc(C(C(=O)NC2CCCCC2)N(C(=O)CCCC(=O)Nc2ccccn2)c2ccc3c(c2)OCCO3)cc1 (centres undefined)

Screen / compound no.	33	34	35
VHR inh abs	25	26	6
CCHF vOTU inh	-18	9	1
3CLpro inhibitor	8	1	1
MazF activator	-14	-17	2
PriA SSB inh	-9	-7	4
PrPC surface inh	-4	-2	3
Anthrax LF inh2	-5	-9	-7
BoNT A protease	-1.0	-0.7	0.4
BoNT F protease	-1	-10	1
Rv3671c protease	6	-1	-8

(further entries)
37. O=S(=O)(Nc1nccs1)c1ccc(Cl)cc1
38. COc1ccc2c(Cl)c(C(=O)NC3CCS(=O)(=O)C3)sc2c1 (centres undefined)
39. Cc1ccc(CNC(=O)Cn2cccc2C(=O)c2ccccc2C)cc1
40. C/C=C/C=C/C(=O)N1CC2(CC(c3cccc(NC(=O)CCCCC)c3)=NO2)C[C@H]1C(N)=O (some centres undefined)
41. CC(C)CCNC(=O)C1CCC(=O)N1CCc1ccccc1 (centres undefined)
42. O=C(/C(=C(\O)c1ccccc1)c1ncc[nH]1)c1ccccc1

Screen / compound no.	37	38	39	40	41	42
VHR inh abs	18	17	-3	26	7	15
CCHF vOTU inh	0	9	6	4	-2	6
3CLpro inhibitor	2	0	0	/	-1	-3
MazF activator	-1	4	4	6	13	-5
PriA SSB inh	-12	-9	2	4	8	-14
PrPC surface inh	0	-6	6	0	7	0
Anthrax LF inh2	-2	-1	-7	-8	-16	-2
BoNT A protease	-0.3	-0.2	-0.6	-0.2	-2.2	-0.3
BoNT F protease	-8	4	-4	-9	?	0
Rv3671c protease	14	0	-3	-7	0	7

43. C=CCn1c(O)c(C(C)=NCC2CCCO2)c(=O)[nH]c1=O (centres undefined)
44. COc1ccc2c(c1OC)OCC2C (centres undefined)
45. C[C@H](CCC(=O)O)[C@H]1CC[C@H]2[C@@H]3C(=O)C[C@@H]4CC(=O)CC[C@]4(C)[C@H]3CC(=O)[C@]12C
46. CCOC(=O)c1c(-c2ccccc2)csc1NC(=O)CSc1nc(C)cc(C)n1
47. CC(=O)c1cccc(NC2c3ccccc3C(=O)N2Cc2ccco2)c1 (centres undefined)
48. O=C(Oc1ccc(-c2csnn2)cc1)C1CC1
49. CCN1CCN(C(=S)NCCc2ccccc2)CC1

Screen / compound no.	43	44	45	46	47	48	49
VHR inh abs	1	/	-7	-8	4	10	57*
CCHF vOTU inh	6	2	7	7	4	3	-7
3CLpro inhibitor	-2	/	4	-3	-1	2	3
MazF activator	8	4	-2	-4	-6	-4	6
PriA SSB inh	0	11	-19	5	4	-12	-5
PrPC surface inh	8	5	1	16	13	1	4
Anthrax LF inh2	?	-4	1	-2	-3	-12	-6
BoNT A protease	10	0.1	-0.4	-0.3	-0.5	4.1	3.2
BoNT F protease	31	-4	4	2	5	?	4
Rv3671c protease	2	/	-1	-1	2	8	2
